# PRMT1 inh: PRMT1 (human) inhibition, primary screen; recombinant PRMT1, activity-based probe fluorescence polarization; inhibition, % at 2.79 µM; 1.3% of 370,000 active; AID 652257;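 active = inhibition above about 21% made by adding two undisclosed values, limit read from the data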
# Target sequence (Q99873 whole entry, looked up): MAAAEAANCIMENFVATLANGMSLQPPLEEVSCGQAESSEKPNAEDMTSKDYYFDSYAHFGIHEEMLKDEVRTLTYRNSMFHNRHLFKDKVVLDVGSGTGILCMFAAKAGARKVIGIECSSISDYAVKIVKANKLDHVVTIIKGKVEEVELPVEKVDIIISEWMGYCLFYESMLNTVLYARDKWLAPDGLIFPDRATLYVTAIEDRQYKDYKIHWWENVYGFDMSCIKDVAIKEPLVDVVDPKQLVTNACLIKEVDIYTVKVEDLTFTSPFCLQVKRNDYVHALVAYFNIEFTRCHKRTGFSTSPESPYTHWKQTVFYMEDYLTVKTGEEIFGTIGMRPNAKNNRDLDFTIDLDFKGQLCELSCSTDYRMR
# HTRA1 inhibitor: blocks human HTRA1 serine peptidase. 0.5% of 340,000 active. Q92743. inhibition, % at 5.96 µM. recombinant HTRA1, FP-rhodamine activity-based probe, fluorescence polarization; in the data active = inhibition above about 36%;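 also: 0% = enzyme with DMSO and 100% = wells lacking enzyme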
# PG9 binder: PG9 antibody binding by small molecule | TR-FRET gp120-PG9 antibody binding | inhibition, % at 6.7 µM | 0.43% of 360,000 active | AID 624416; in the data active = inhibition above about 8.5%
# TCR CD3 inh: human TCR-CD3 binding inhibition; TAMRA-labeled TCR probe fluorescence, biochemical; inhibition, % at 9.4 µM; 0.37% of 360,000 active; AID 651800; in the data active = inhibition above about 19%;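 also: recombinant mutant TCR 2C K166C tagged with TAMRA read by polarization; 0% = receptor in buffer alone and 100% = receptor with positive control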
# ABHD4 inh: inhibitors of mouse ABHD4; inhibition, % at 8.92 µM; 0.54% of 370,000 active; purified mABHD4, FP-Rh probe fluorescence polarization;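 active = inhibition exceeding the mean over every tested compound plus 3 SD, cut at about 30% in these data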;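 also: 0% = plate median of compound wells and 100% = S159A mutant with DMSO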
#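 Doses – 8.92 µM, single dose · Material – wild-type mouse ABHD4 protein · Replication – single well per compound (singlicate) · Measure – percent inhibition of probe binding, normalized to plate controls · Schedule – 45 min compound pre-incubation plus 60 min probe step, 25 °C · Detection – fluorescence polarization with parallel and perpendicular emission, 525/598 nm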
# Rev-erbA mod: Rev-erb alpha (human) modulation | Rev-erbα–FITC-DNA binding, fluorescence polarization, 90 min | 0.79% of 370,000 active | P20393 | AID 1259318 | activity, % at 10 µM;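 active = activity above about 14%, limit read from the data; passing the limit was not always enough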;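 also: 0% = DMSO wells with 35 nM protein and 100% = DMSO wells with 750 nM protein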
# Target sequence (P20393 whole entry, looked up): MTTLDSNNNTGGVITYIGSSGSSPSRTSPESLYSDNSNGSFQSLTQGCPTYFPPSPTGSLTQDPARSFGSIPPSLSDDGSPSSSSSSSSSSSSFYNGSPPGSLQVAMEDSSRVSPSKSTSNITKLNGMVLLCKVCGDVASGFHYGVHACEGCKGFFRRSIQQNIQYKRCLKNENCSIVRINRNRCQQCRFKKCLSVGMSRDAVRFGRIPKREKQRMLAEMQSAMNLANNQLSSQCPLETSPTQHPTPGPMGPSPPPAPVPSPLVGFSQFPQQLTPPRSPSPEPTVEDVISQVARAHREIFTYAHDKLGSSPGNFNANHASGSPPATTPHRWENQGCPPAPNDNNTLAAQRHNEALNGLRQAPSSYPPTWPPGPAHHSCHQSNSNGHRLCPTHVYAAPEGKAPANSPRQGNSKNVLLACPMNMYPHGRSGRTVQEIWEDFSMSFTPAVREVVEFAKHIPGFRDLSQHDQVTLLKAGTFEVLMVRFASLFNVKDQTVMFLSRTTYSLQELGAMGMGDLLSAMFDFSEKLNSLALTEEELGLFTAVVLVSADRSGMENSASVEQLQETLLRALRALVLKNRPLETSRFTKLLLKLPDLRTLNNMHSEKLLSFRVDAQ
# SIAE inh: blocks human sialic acid acetylesterase | Q9HAT2 | SIAE FP-Rh probe binding, fluorescence polarization | inhibition, % at 9.66 µM | 0.69% of 370,000 active | AID 1053197;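 active = inhibition above a cutoff: mean of compounds within the control limits plus 3 SD of those, cut at about 17% in these data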;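 also: 0% = plate median of compound wells and 100% = probe without SIAE protein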
# rCAG RNA binder: binds r(CAG) RNA repeats; r(CAG) RNA repeat, TO-PRO-1 dye displacement fluorescence; inhibition, % at 3 µM; 1.3% of 370,000 active; AID 651821;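 active = inhibition above the plate cutoff, the mean of all test compounds on that plate plus 3 SD, cut at about 35% in these data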;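 also: 0% = DMSO alone and 100% = 100 µM mitoxantrone as full dye displacement; higher means more dye released from RNA so lower well fluorescence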
# TDP2 absorb: TDP2 (human) inhibition, absorbance primary screen. recombinant TDP2, T5PNP hydrolysis, p-nitrophenol absorbance 415 nm. inhibition, % at 12.8 µM. 0.34% of 370,000 active. O95551;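 active = inhibition above the mean of all tested compounds plus 3 SD, set per campaign, cut at about 25% in these data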;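 also: 0% = DMSO with enzyme and 100% = buffer with substrate but no TDP2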
#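 test system = human TDP2 enzyme | input = TDP2 enzyme at 120 nM final | medium = 50 mM Tris-HCl pH 7.5 with Mg2+, KCl, DTT, BSA | also added = T5PNP substrate, 5 mM | times = 2 h at 37 °C | technique = epi absorbance | benchmarks = high control without enzyme, low control DMSO plus TDP2 | replication = each compound tested once, singlicate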
# LEDGF integ inh: blocks HIV-1 LEDGF/p75-dependent DNA integration. TR-FRET IN-LEDGF/p75 DNA integration, Eu/Cy5. inhibition, % at 3.7 µM. 0.64% of 370,000 active;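 active = inhibition above the screen-wide mean plus 3 SD, cut at about 13% in these data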;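 also: signal is the Cy5 over europium emission ratio at 671 and 618 nm; 0% = plate median of compound wells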
# Active calls of the source: *; / = not tested or not shown.
item	structure	PRMT1 inh	HTRA1 inhibitor	PG9 binder	TCR CD3 inh	ABHD4 inh	Rev-erbA mod	SIAE inh	rCAG RNA binder	TDP2 absorb	LEDGF integ inh
1	Cc1ccc(C2(c3ccc(C)cc3)NC(=O)N(CC(N)=O)C2=O)cc1	2	-9	-0.7	-2	-2	0	-6	-1	4	-6
2	C/C(CC(=O)Nc1ccc2c(c1)OCCO2)=N\NC(=O)C(=O)Nc1ccccc1C	2	2	-1.2	-6	12	-1	-2	3	0	-1
3	Cc1cc(C)c(O)c(C(=O)CC2CC(=O)NC(=O)C2)c1	0	/	-0.6	5	6	1	10	-1	7	-1
4	CCn1c(=O)c(C(=O)NC(C)C)c(O)c2ccccc21	-1	-11	0.2	8	-1	6	-2	-2	-5	1
5	C=CCO/N=C(/CCC)C1=C(N)CC(C)(C)CC1=O	-3	0	-0.3	3	-4	13	2	-5	6	4
6	CCOC(=O)N1CCN(c2c(NCc3ccccc3Cl)c(=O)c2=O)CC1	-9	4	-2.6	2	0	2	-4	-5	-3	3
7	CN(C)c1ccc(-c2nnc(-c3cccs3)o2)cc1	1	-1	4.5	-5	-1	4	0	-3	1	-1
8	Cc1[nH]c2ccccc2c1C(=O)C(C)OC(=O)c1ccc(Cl)nc1 (stereo unspecified)	-2	-16	-0.9	4	-5	-3	-3	2	1	-2
9	Cn1cc(CN2CCC(CO)(CCCc3ccccc3)CC2)c(-c2ccccc2)n1	5	0	0.2	-10	0	7	-4	1	-8	0
10	COc1ccc(-n2nc3c(N4CCC(C(=O)NCC(C)c5ccccc5)CC4)nnc(C)c3c2C)cc1 (stereo unspecified)	5	-7	-2.3	-10	-6	7	5	-8	1	-1
11	CCc1ccc(NC(=O)CCS(=O)(=O)c2ccc(Cl)cc2)cc1	-1	-11	-2.1	6	5	1	6	-1	-5	-3
12	Cc1ccc(NC(=O)COc2nc(C)cs2)cc1	-1	-8	-0.9	5	1	-1	6	1	-4	-2
13	CCOC(=O)COc1ccccc1/C=C1\NC(=O)NC1=O	-2	5	-1.8	5	-6	1	5	-2	11	4
14	CN(C)S(=O)(=O)N1CCC(Oc2cccc(C(=O)N3CCCCCCC3)c2)CC1	0	10	-1.8	4	0	-1	-10	-13	-4	-3
15	CCOC(=O)C1(Cc2ccccc2C(F)(F)F)CCN(C(C)CSC)CC1 (stereo unspecified)	2	0	1.1	-2	0	-2	2	-12	3	-5
16	CCOc1ccc(C(=O)NCCn2cc(SCC(=O)Nc3cc(C)on3)c3ccccc32)cc1	2	-14	-0.6	7	-1	-3	-8	-1	-3	0
17	Cc1ccnc(NC(=O)C(C)N2C(=O)c3ccccc3C2=O)c1 (stereo unspecified)	-2	4	0.6	-1	-3	-1	2	-3	-4	-4
18	Oc1ccc(/C=N/N=C/c2ccc(O)cc2)cc1	-1	6	-2.5	2	5	2	0	0	5	-2
19	CCOC(=O)CSc1nc2cc(C(=O)OC)ccc2c(=O)n1CCN1CCOCC1	3	-4	0.0	7	-2	1	-4	-6	4	-3
20	CCCCC1CN2CCc3c([nH]c4ccccc34)C2(C)C1 (stereo unspecified)	-2	2	0.4	0	9	-4	1	-2	-1	-2

# Among those listed so far, these have an NH in an aromatic ring:
item	structure	PRMT1 inh	HTRA1 inhibitor	PG9 binder	TCR CD3 inh	ABHD4 inh	Rev-erbA mod	SIAE inh	rCAG RNA binder	TDP2 absorb	LEDGF integ inh
8	Cc1[nH]c2ccccc2c1C(=O)C(C)OC(=O)c1ccc(Cl)nc1 (stereo unspecified)	-2	-16	-0.9	4	-5	-3	-3	2	1	-2
20	CCCCC1CN2CCc3c([nH]c4ccccc34)C2(C)C1 (stereo unspecified)	-2	2	0.4	0	9	-4	1	-2	-1	-2

# The list continues.
item	structure	PRMT1 inh	HTRA1 inhibitor	PG9 binder	TCR CD3 inh	ABHD4 inh	Rev-erbA mod	SIAE inh	rCAG RNA binder	TDP2 absorb	LEDGF integ inh
21	CCn1c(=NC(=O)COc2ccccc2)sc2cccc(F)c21	-2	-7	0.1	0	2	2	2	1	2	6
22	Cc1cc(C)c2c(N)c(C(=O)Nc3cccc(C)c3C)sc2n1	0	3	8.9*	-1	-3	4	-1	-1	-9	-2
23	COc1ccc2c3c(n(C(=O)OC(C)(C)C)c2c1)C1CC=C(COC(C)=O)CN1CC3 (stereo unspecified)	9	/	-1.2	-1	-7	-2	0	0	-11	-1
24	COCCCNC(=O)C[C@H]1C[C@@]2(C(=O)OC)C(=C[C@H](C(C)(C)C)O[C@@H]2C)N(Cc2ccc3c(c2)OCO3)C1=O	-2	/	0.3	3	1	-2	1	0	-9	-3
25	O=C(NCCN1CCN(c2ccccc2)CC1)c1ccc2c(c1)[nH]c(=S)n1c3ccccc3nc21	-9	-8	0.8	8	2	4	-5	3	-21	-1
26	Cc1ccc(C)c(NC(=O)CNS(=O)(=O)c2ccccc2)c1	2	4	0.7	-1	-2	3	-2	2	9	-3
27	COc1ccc(-n2c3c(cc(C(=O)NNc4ccccc4C)c2=O)C(=O)CC(C)(C)C3)cc1	0	4	-0.4	2	3	7	-1	0	15	-2
28	CCOc1cc(S(=O)(=O)N(CC)CC)c(OCC)cc1-n1cnnn1	0	2	1.5	-6	0	-3	-4	-6	-3	-2
29	COCCCNc1ccn2nc(-c3ccc(OCCN4CCOCC4)cc3)cc2n1	-6	/	0.7	7	-4	-2	-11	2	-4	3
30	CCCCC(=O)Nc1nnc(SCC(=O)Nc2ccc(OC)cc2)s1	-1	3	-2.3	7	-1	-1	-1	-5	-5	3
31	Clc1ccccc1Cn1nc(-c2ccccc2)nc1-c1ccccc1	-1	-28	0.1	2	-14	0	-7	1	4	2
32	CC(C)(C)c1ccc(OCCCNC2CCCC2)cc1	-2	0	-1.7	2	10	0	-2	2	-12	-3
33	CCOc1ccc(NC(=O)CNC(=O)c2ccc([N+](=O)[O-])cc2)cc1	-2	-2	0.1	6	-2	3	13	1	7	1
34	Cc1cc(O)cc2c(=O)c3ccccc3sc12	13	-1	0.9	1	16	0	1	20	-16	-3
35	O=C(COC(=O)c1n[nH]c2ccccc12)Nc1ccc([N+](=O)[O-])cc1	0	-53	-0.4	9	-15	4	-79	7	-4	0
36	CCCCCCCCNC(=O)/C(C#N)=C/c1ccc2c(c1)OCCO2	0	-14	-1.4	9	1	2	-3	1	2	0
37	Cc1ccc(NC(=O)CCc2nnc3ccc(N4CCOCC4)nn23)cc1C	-3	2	-0.6	-12	-11	3	-4	3	-20	3
38	CSC1=C(C#N)C(c2ccc(C)cc2)C2=C(CCCC2=O)N1 (stereo unspecified)	-2	7	-0.7	1	9	-2	-3	1	2	-1
39	Cc1ccc(N=Nc2ccc(O)c(/C=N\NC(=O)c3ccc(N)cc3)c2)cc1C	0	18	-1.4	12	6	-21	-2	11	5	-2
40	COc1cccc(C(=O)NCCS(=O)(=O)N2CCCC(C)C2)c1 (stereo unspecified)	-2	10	2.2	-5	2	10	7	1	-1	5
41	CCCN(CC(=O)Nc1ccc(NC(C)=O)cc1)CC(=O)Nc1ccc(F)c(F)c1F	1	-4	0.2	-2	-5	7	4	1	-16	0
42	CCOc1ccc(NC(=O)CCC(=O)NNC(=O)Nc2cccc(Cl)c2)cc1	-1	-4	-1.7	3	2	-4	-1	0	4	0
43	Cc1ccc2c(c1)C(O)(CC(=O)c1ccc3c(c1)OCO3)C(=O)N2 (stereo unspecified)	-2	1	-4.2	-2	-2	-3	-5	2	5	-2
44	COc1ccc(S(=O)(=O)N(CCc2ccccc2)CC(N)=O)cc1	-1	-1	-0.1	2	2	3	8	-3	-4	5
45	CCOC(=O)c1sc(-c2ccccn2)nc1C	-3	7	-0.3	4	0	1	-3	-1	4	-7
46	CCC(C)c1ccccc1OCCn1ccnc1 (stereo unspecified)	0	3	2.5	3	12	-2	-9	-4	2	3
47	CCOC(=O)c1cnc2c(OC)cccc2c1N1CCN(c2ccccn2)CC1	4	-8	1.4	-4	-8	-1	-3	-7	-14	2
48	Cc1c(NC2=NC3(CCCCC3)Cc3ccccc32)c(=O)n(C)n1-c1ccccc1	-4	0	2.7	7	2	3	1	-10	0	-2
49	COc1ccc(C(=O)/C=C(\C)NCc2ccc3c(c2)OCO3)cc1	2	-1	1.1	10	3	-1	3	4	-1	2
50	Oc1nc(Nc2cccc(Cl)c2)sc1/C=C1\C=Nc2ccccc21	1	-21	-1.4	-3	-6	1	26*	55*	-4	1
51	CC1Sc2ccc(S(=O)(=O)N3CCC(C(=O)NCCc4ccccc4)CC3)cc2NC1=O (stereo unspecified)	-1	-7	-0.8	-1	6	4	1	-3	1	0
52	C=CCSc1nc2sc3c(c2c(=O)n1CC)CCc1ccccc1-3	9	-4	-0.4	5	5	-1	-2	11	0	3
53	CC(C)Cc1ccc(CN2CCCC(NC(=O)c3cccc(-n4cnnc4)c3)C2)cc1 (stereo unspecified)	2	-17	-1.2	-6	-2	-1	-4	-10	3	-2
54	COc1ccc(NC(=O)NC2(C(=O)N3CCOCC3)CCCCC2)cc1	-2	-3	-1.5	3	0	-1	-6	1	5	-1
55	Cn1c(SCc2ccccc2Cl)nnc1-c1cnccn1	4	-2	3.0	-2	-3	5	-2	-4	-1	4
56	COCC(=O)Oc1c(S(=O)(=O)c2ccc(C)cc2)c(C)nn1-c1ccccc1	3	-5	0.1	1	6	1	7	-1	-14	3
57	CN(C)S(=O)(=O)n1cc(/C=C(\NC(=O)c2ccccc2F)C(=O)N2CCCC2)c2ccccc21	-3	2	-1.3	-10	-6	9	-3	4	-23	3
58	CCOCCCNC(=O)Cn1cc2c(n1)CCCC2	-3	1	-2.2	-1	-2	4	-5	2	3	0
59	O=[N+]([O-])c1cccnc1Oc1ccc(C2SCCS2)cc1	-4	-6	-2.3	0	-3	-2	-4	0	-2	1
60	COc1cc(C(=O)NCC(=O)N/N=C/c2cccnc2)cc(OC)c1OC	-1	13	-2.4	-2	0	3	5	-2	8	-1
61	Cc1ccc(NC(=O)C2CC=CCC2C(=O)N2CCCCC2)cc1 (stereo unspecified)	-4	2	-0.7	4	5	3	-1	-2	2	-2
62	CCOC(=O)C1CCCCN1Cc1cccc(F)c1 (stereo unspecified)	0	1	-1.4	4	12	0	-1	-3	-3	3
63	COc1ccc(S(=O)(=O)Nc2cc(Sc3ncn[nH]3)c(O)cc2C)cc1	-3	/	-2.8	-4	-1	-3	-7	5	-11	1
64	Cc1ccc(-c2cn(-c3ccc(OC(F)F)cc3)c3[n+]2CCCCC3)cc1	3	6	-0.1	1	-10	-2	-1	3	-1	-2
65	C=Cn1c(N2CCOCC2)nc2c1c(=O)[nH]c(=O)n2C	0	4	-0.8	4	2	0	-2	1	6	-1
66	CCOC(=O)C1=NOC(Cn2cc(C(C)=O)c(=O)[nH]c2=O)C1 (stereo unspecified)	-2	-4	-1.2	4	-2	-2	2	1	-3	2
67	O=C(Nc1ccnn1C1CCN(C(=O)c2cccc(Cl)c2)CC1)C1CC1	3	-3	0.5	-1	3	0	0	-4	0	2
68	Fc1cccc(-c2nnn3c2nc(Cl)c2ccccc23)c1	-2	-13	0.5	4	-10	90*	-4	4	-11	1

# Screening data deposited in PubChem BioAssay by several laboratories.

# Only part of the results is shown; rates above refer to the full screens.
